EPAC1 antagonist: qHTS for Antagonist of cAMP-regulated guanine nucleotide exchange factor 3 (EPAC1): primary screen; EPAC1 GEF assay, Rap1b-BODIPY-GDP exchange fluorescence; 360,000 tested, 0.14% active; Potency, µM (highest dose often 115 µM), inactives show at the highest dose activity change, negative = inhibition, usual class: inhibitors; Rap guanine nucleotide exchange factor 3 (Homo sapiens), O95398; AID 720709, 2013;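 note: potency is the fitted concentration of half-maximal effect; plate controls were vehicle for no effect and positive control for full effect; nearly all actives have a fitted effect of over 50% in size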
PLK1 PBD block: qHTS for Inhibitors of PLK1-PDB (polo-like kinase 1 - polo-box domain): Primary Screen; Serine/threonine-protein kinase PLK1 (Homo sapiens), P53350; Plk1 PBD binding of FITC phosphopeptide, fluorescence polarization; Potency, µM, for inactives: max response, negative = inhibition, most hits filed as inhibitors; 360,000 tested, 2.8% active; AID 720504, 2013; note: potency is the fitted concentration of half-maximal effect; series mostly up to about 57 µM; % is set by controls: 0 for no effect and ±100 for the full control effect; nearly all actives have a fitted effect of over 65% in size
Target sequence (P53350 whole entry, looked up, the tested form may be a part): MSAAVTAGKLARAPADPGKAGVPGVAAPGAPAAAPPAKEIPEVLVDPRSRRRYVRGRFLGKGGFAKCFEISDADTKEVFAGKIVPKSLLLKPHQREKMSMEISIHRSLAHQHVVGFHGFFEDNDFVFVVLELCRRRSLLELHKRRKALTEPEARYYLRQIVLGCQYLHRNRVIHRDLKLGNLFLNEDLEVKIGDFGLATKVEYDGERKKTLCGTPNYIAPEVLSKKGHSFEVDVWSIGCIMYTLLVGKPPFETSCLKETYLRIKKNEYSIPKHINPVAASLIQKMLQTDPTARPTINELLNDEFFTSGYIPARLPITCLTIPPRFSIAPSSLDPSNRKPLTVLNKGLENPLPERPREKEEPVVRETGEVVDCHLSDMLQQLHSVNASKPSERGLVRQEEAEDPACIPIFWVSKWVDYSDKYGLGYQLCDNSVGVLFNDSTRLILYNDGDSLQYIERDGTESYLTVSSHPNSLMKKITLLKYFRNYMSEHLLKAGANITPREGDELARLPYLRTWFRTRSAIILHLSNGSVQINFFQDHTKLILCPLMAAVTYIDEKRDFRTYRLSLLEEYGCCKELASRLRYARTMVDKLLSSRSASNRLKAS
MmCpn inh: Inhibitors of TCP-1 ring complex (TRiC) of Methanococcus maripaludis (MmCpn): qHTS; Potency, µM (series often up to 76.9 µM), without a hit: at the top dose activity, negative = inhibition, hits mostly inhibitors; Chaperonin Mm-Cpn (Methanococcus maripaludis); purified Mm-Cpn ATPase, ADP Transcreener TR-FRET; 330,000 tested, 0.031% active; note: potency is the fitted concentration of half-maximal effect; % is set by controls: 0 for no effect and ±100 for the full control effect; nearly all actives have a fitted effect of over 80% in size
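Reaction buffer contained 30 mM Tris pH 7.4, 100 mM KCl, 5 mM MgCl2 and 1 mM DTT. Mm-CPN (25 nM final) hydrolysed 10 uM ATP over 30 min at 37°C; ADP was read by HTRF.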
CCT chaperon mod: High-Throughput Screening for Modulators of Cytosolic Chaperonin Activity. purified chaperonin ATPase assay, HTRF ADP detection, 30 min. activity change, % (concentration not given with the values), hits read low. 360,000 tested, 0.3% active. AID 651819, 2012; in the data active = activity change below about -30%; note: % is set by controls: 0 for no effect and ±100 for the full control effect
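TRiC at 40 or 20 nM final (batch-dependent) in 30 mM Tris pH 7.4, 100 mM KCl, 5 mM MgCl2, 1 mM DTT, with compound at single 76 uM and 10 uM ATP, 30 min at 37 deg C. ADP detected by HTRF Transcreener, 665/615 ratio.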
EPAC2 antagonist: qHTS for Antagonist of cAMP-regulated guanine nucleotide exchange factor 2 (EPAC2): primary screen. 360,000 tested, 0.18% active. Rap guanine nucleotide exchange factor 4 (Homo sapiens), Q8WZA2. EPAC2 GEF exchange of Rap1B-BODIPY-GDP, fluorescence. Potency, µM (top dose mostly 114 µM), without a hit: at the highest dose activity, negative = inhibition, actives largely listed as inhibitors; note: potency is the fitted concentration of half-maximal effect; % is set by controls: 0 for no effect and ±100 for the full control effect; nearly all actives have a fitted effect of over 45% in size; many of its hits are not listed in these tables
EPAC1 agonist: qHTS for Agonist of cAMP-regulated guanine nucleotide exchange factor 3 (EPAC1): primary screen; AID 720707, 2013; Potency, µM (top dose mostly 154 µM), for the others: top-dose activation, hits mostly activators; EPAC1 agonist qHTS, biochemical assay; response scale: 100% = response to 6.5 mM cAMP; 360,000 tested, 0.073% active; Rap guanine nucleotide exchange factor 3 (Homo sapiens), O95398; note: potency is the fitted concentration of half-maximal effect; nearly all actives have a fitted effect of over 60% in size
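Nucleotide exchange by EPAC1 (100 nM) on Rap1B–BODIPY-GDP (250 nM) in the presence of 50 uM GDP is tracked fluorescently at 480/540 nm over 30 min. Signals are normalized to a 6.5 mM cAMP control.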
WRN helicase inh: qHTS for Inhibitors of WRN Helicase. 360,000 tested, 0.46% active. WRN helicase unwinding, fluorescent forked duplex, kinetic. AID 651768, 2012. Potency, µM (series often up to 114 µM), for the others: at the top dose activity change, negative = inhibition, most hits filed as inhibitors. Bifunctional 3'-5' exonuclease/ATP-dependent helicase WRN (Homo sapiens), Q14191; note: potency is the fitted concentration of half-maximal effect; % is set by controls: 0 for no effect and ±100 for the full control effect; nearly all actives have a fitted effect of over 55% in size
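Kinetic red-fluorescence monitoring (525/598 nm) tracks WRN helicase activity after 100 nM fluorophore-quencher forked duplex and 2 mM ATP are added to 20 nM enzyme pretreated 15 min at room temperature with compound.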
PI5P4K alpha inh: qHTS for Inhibitors of phosphatidylinositol 5-phosphate 4-kinase (PI5P4K); 330,000 tested, 1.2% active; Phosphatidylinositol 5-phosphate 4-kinase type-2 alpha (Homo sapiens), P48426; max response, %; PI5P4Kalpha enzyme, ADP-Glo luminescence, 60 min; hits give low values; active = max response of -50% or lower; inconclusive = between -30% and -50%; inactive = -30% or higher; note: value at the top dose of about 77 µM; % is set by controls: 0 for no effect and ±100 for the full control effect
Target sequence (P48426 whole entry, looked up): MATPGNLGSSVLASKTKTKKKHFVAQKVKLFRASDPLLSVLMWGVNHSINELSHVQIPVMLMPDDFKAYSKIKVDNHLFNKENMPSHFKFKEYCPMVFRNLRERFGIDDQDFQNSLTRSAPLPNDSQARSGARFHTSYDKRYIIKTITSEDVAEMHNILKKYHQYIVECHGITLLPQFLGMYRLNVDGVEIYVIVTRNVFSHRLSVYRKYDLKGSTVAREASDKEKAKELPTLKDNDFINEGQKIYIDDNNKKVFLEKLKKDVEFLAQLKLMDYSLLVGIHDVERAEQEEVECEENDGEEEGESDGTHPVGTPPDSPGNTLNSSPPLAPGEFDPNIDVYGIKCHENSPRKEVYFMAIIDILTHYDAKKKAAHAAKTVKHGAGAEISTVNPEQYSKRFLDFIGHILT
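Single end-point luminescence (ADP-Glo) quantified ADP from PI5P4Kalpha turnover; ATP 5 microM final, 1 h at RT, 0.1% CHAPS and 0.28 mM EGTA in HEPES pH 7.4.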
Active calls of the source: *; ? = inconclusive; · = not tested or not shown; [ ] = dose if it differs, or a comment. Unless noted, calls come from the whole dose curve; as a rule, active = well fitted curve in the direction sought with a large enough effect; inconclusive = small, poorly fitted or top-dose-only effect, or another doubt; inactive = no such curve, though single readings can be large; an effect the other way counts as inactive or inconclusive. Some of the compounds tested. The share of hits here may be higher or lower than overall.

The line under a structure holds: EPAC1 antagonist | PLK1 PBD block | MmCpn inh | CCT chaperon mod | EPAC2 antagonist | EPAC1 agonist | WRN helicase inh | PI5P4K alpha inh
CSc1ccccc1NC(=O)c1cc(Cl)sc1Cl
  -2% | 2% | -2% | -5.0 | -27% | 6% | -3% | 14
c1cc(CNc2ccc3c(c2)OCCO3)ccn1
  9% | -2% | -3% | 0.1 | 8% | 1% | 4% | 2
O=C(OCc1cnc(Cl)s1)c1c(F)cccc1F
  -13% | 24µM* | 3% | -4.2 | 7% | 2% | 2% | -22
O=C(NN1CCOCC1)c1cccc(F)c1
  1% | 3% | · | -2.2 | -1% | 3% | -4% | 1
COc1ccccc1N1CCN(C(=O)CCNS(=O)(=O)c2ccc(Br)s2)CC1
  2% | -4% | 1% | -3.2 | 0% | -4% | -21%[57.1 µM] | -3
O=C(NC1CCN(Cc2ccccc2)CC1)c1cc(-c2ccccn2)nc2ccccc12
  12% | 2% | · | -0.2 | 8% | -5% | 5% | -2
CC(NC(=O)Cc1ccc([N+](=O)[O-])cc1)c1ccc2c(c1)OCO2 (stereo not given)
  2% | 7% | 2% | -0.2 | ? | 3% | -3% | 0
CN(CCO)c1nc(N)c(C#N)c(CC#N)c1C#N
  -16% | -21% | -1% | -4.7 | -8% | -6% | -21% | 7
CCCCc1c(O)nc(SCC(=O)N2CCOCC2)n(-c2ccc(OC)cc2)c1=O
  1% | 1% | -2% | -2.2 | -2% | 0% | -3%[57.1 µM] | -3
CCn1c(C(C#N)/C(=N\S(=O)(=O)c2cccs2)c2ccccc2)nc2ccccc21 (stereo not given)
  5% | -13% | -5% | -0.2 | -2% | 5% | -10% | ·
COC(=O)C1(C(=O)OC)c2ccccc2N(S(=O)(=O)c2ccc(C)cc2)C1CC(C)=O (stereo not given)
  2% | 2% | · | · | ? | -7% | -2% | 0
CCOC(=O)N1CCN(C(=O)CNC(=O)c2ccc(Cl)cc2Cl)CC1
  12% | -2% | -2% | 0.6 | 0% | -8% | 4% | 4
Cc1ccc(NS(=O)(=O)c2cc(C(=O)NCCSC3CCCCC3)ccc2C)cc1
  -2% | 2% | -2% | -0.5 | -10% | 8% | -9% | ·
CN(C)C(CNC(=O)c1cccc(S(=O)(=O)Nc2ccc(Br)cc2)c1)c1ccco1 (stereo not given)
  -17% | -16% | 0% | -0.4 | -10% | 8% | -9% | 1
O=c1c2ccc(Cl)cc2nc2n1CC/C2=C\c1cccc(O)c1
  -27% | -2% | 0% | -0.9 | 3% | -1% | -22% | 0
Cc1nn(-c2ccccc2)c(C)c1C(=O)OCC(=O)Nc1ccccc1
  -11% | 1% | -1% | -9.9 | -5% | 14% | 2% | 0
COc1ccc(OC)c(S(=O)(=O)NCCCc2ccccc2)c1
  -11% | -13% | 0% | -7.2 | -8% | 0% | 9% | -6
CCOc1ccc(CN2CCNC(=O)C2CC(=O)NCCCOc2cccnc2)cc1 (stereo not given)
  3% | ? | 0% | -2.8 | 0% | 5% | -7% | -1
Cc1ccc(N/N=C(\C#N)C(N)=S)c(C)c1
  -2% | 19µM* | 2% | 2.5 | 1% | -10% | -7% | -24
COc1ccc(OC)c(S(=O)(=O)N2CCC(NC(=O)c3ccccc3)CC2)c1
  -3% | -8% | -3% | 2.2 | 4% | 2% | 2% | 2
Cc1nc(NC(=O)c2cccc(-c3cc4ccccc4oc3=O)c2)ccc1Br
  -11% | -7% | -20% | -4.5 | -2% | 2% | -3% | -19
CCCCC(=O)N(CCOC)c1nnc(-c2cccnc2)s1
  11% | 2% | -1% | -2.6 | 3% | 6% | -3% | 0
Cc1nc2ccc(NC(=O)c3ccccc3)cc2c(=O)n1Cc1ccc(F)cc1
  -20% | 4% | · | -1.8 | -7% | 10% | -10% | -1
COCCCNC(=O)CN1C(=O)c2ccccc2C1=O
  -7% | -4% | 0% | 5.8 | 9% | -7% | -11% | ·
CC(C)C(NC(=O)c1ccccc1)C(=O)NCCc1ccccc1 (stereo not given)
  5% | 5% | -1% | -1.7 | -4% | 3% | 0% | -1
O=C(Nc1ccc(S(=O)(=O)NC2=NCCCCC2)cc1)c1cccc(OC(F)F)c1
  -12% | 3% | · | -1.6 | -9% | 1% | 4% | 0
O=C1CCN(Cc2ccccc2)S(=O)(=O)c2c(F)cc(F)cc21
  2% | -7% | 0% | -3.1 | -9% | 0% | -2% | 4
Cc1ccc(C(=O)OCC(=O)Nc2ccc(S(N)(=O)=O)cc2)c(O)c1
  -27% | 4% | -3% | 0.8 | 15% | -3% | 1% | 5
CC(C)(C)CN1CCN(CC#Cc2ccccc2)CC1CCO (stereo not given)
  -2% | -4% | -16% | -0.3 | -2% | -6% | 8% | -8
COc1ccc(NC(=O)c2cc(-c3cc(F)ccc3OC)n[nH]2)c(OC)c1
  -19% | -1% | · | -1.5 | -20% | 1% | -7% | 5
O=C(O)c1nn(-c2ccccc2C(F)(F)F)cc1O
  -18% | -5% | -1% | 1.5 | 5% | 3% | -2% | -1
S=c1[nH]c(-c2ccccc2)cn1/N=C/c1ccncc1
  -45% | ? | -5% | -2.8 | 0% | -6% | ? | -17
CNc1cncc(-c2ccc(OCCCN(C)C)nc2)n1
  -6% | 3% | · | -0.5 | -9% | 5% | -6% | -6
COCCNC(=O)COc1ccc(C)c(C)c1
  6% | -2% | · | 1.3 | 3% | 4% | -4% | ·
COc1ccc(Cl)cc1NC(=O)C(=O)NC1CCCCCC1
  4% | 0% | 2% | 1.2 | 1% | -2% | 4% | 3
CC1=C(C(=O)N2CCOCC2)CC(CC(=O)NC2CCCC2)C(=O)N1Cc1ccc(C(C)(C)C)cc1 (stereo not given)
  6% | -3% | · | -1.1 | 4% | -4% | 1% | 11
Cc1ccc(OC(=O)C23CC4CC(CC(C4)C2)C3)c(C)n1
  -8% | -4% | 0% | -2.4 | -6% | 3% | -20% | 9
Cc1ccc(-n2[nH]c(C)c(C=NCc3ccncc3)c2=O)cc1
  1% | -7% | 1% | 0.6 | 7% | 1% | -3% | -9
CC1CN(S(=O)(=O)c2cccc(C(=O)Nc3ccccc3N3CCCC3)c2)CC(C)O1 (stereo not given)
  -17% | 0% | 0% | -0.6 | -2% | -24% | -11% | 3
O=C(Nc1ccc(CN2CCOCC2)cc1)c1cccc(-c2cc3ccccc3oc2=O)c1
  2% | -1% | -2% | 0.2 | 5% | -7% | -4% | -14
O=C1c2ccccc2S(=O)(=O)c2cc(N3CCC(C(=O)N4CCCCC4)CC3)ccc21
  14% | 23% | · | -0.4 | 53%[activator] | 79µM* | 1% | 0
O=C(NCC1CCCO1)c1ccc2c(c1)C(=O)N(c1cccc([N+](=O)[O-])c1)C2=O (stereo not given)
  1% | -11% | 2% | 1.3 | 2% | 4% | -4% | -2
COc1cc(OC)c(NC(=O)CC2SC(N)=NC2=O)cc1Cl (stereo not given)
  -3% | 3% | · | 2.2 | 12% | 5% | 18% | -3
Cc1cc(C)c(C)c(S(=O)(=O)N2CCN(c3ncnc4ccccc34)CC2)c1C
  ? | 5% | -7% | 0.2 | -29% | 5% | 0% | 12
CCC(=O)c1ccc(OCC(=O)OCC(=O)Nc2ccc3c(c2)OCCO3)cc1
  6% | -4% | 0% | -1.1 | -7% | 1% | -1% | -5
Cc1ccccc1NCc1ccccc1O
  0% | -6% | 2% | 0.8 | -3% | 5% | -1% | 2
O=C(CCS(=O)(=O)c1ccc(Br)s1)Nc1ccccc1Br
  3% | -8% | 0% | 0.0 | 0% | 10% | 6% | 0
Cc1ccc(CNC(=O)CSc2nc(N3CCCCC3)nc(N3CCCCC3)n2)cc1
  2% | 27µM* | 3% | 0.0 | -5% | 0% | -10% | 7
COc1ccc(/C=C(\NC(=O)c2cccs2)C(=O)NCc2ccco2)cc1OC
  -1% | 3% | 1% | -1.5 | 3% | -10% | -11% | -5
O=C(O)CCc1nn2c3ccccc3n(Cc3ccccc3)c2nc1=O
  -11% | -12% | -5% | 0.9 | -2% | 1% | -4% | -1
Cc1ccc(CN2CCSc3ccc(C(=O)N4CCN(c5ncccn5)CC4)cc32)cc1
  -2% | 0% | 0% | -0.2 | 10% | -5% | 3% | ·
Cc1cc(C)n2nc(SCC(=O)N3CCN(c4ccccc4)CC3)nc2n1
  6% | -2% | 1% | -1.6 | 12% | 2% | 1% | 14
O=C(NCc1csc(-c2cccs2)n1)Nc1ccc(C(F)(F)F)cc1
  1% | -1% | -3% | -2.7 | 4% | 6% | -3% | 5
Cc1cc2cc(CN(CCN(C)C)C(=S)NCc3ccco3)c(=O)[nH]c2cc1C
  -2% | -12% | -2% | -7.0 | 4% | -1% | -19% | -9
Cc1ccccc1OCCn1cc(C(=O)C(=O)N2CCOCC2)c2ccccc21
  -3% | -10% | -3% | 1.3 | -2% | 7% | -3% | 15
CCOC(=O)C1CCN(CCC(=O)Nc2ccc(Br)c(C)c2)CC1
  6% | 1% | 1% | 0.4 | -2% | -2% | -7% | 3
C[C@H](NC(=O)C1CCC(CNC(=O)[C@@H]2CCCN2C(=O)OC(C)(C)C)CC1)C(=O)O (stereo not given in full)
  -13% | 4% | 2% | -3.2 | 0% | 1% | -2% | 2
CN(CC(=O)N1CCN(Cc2ccccc2)CC1)C(=O)Cc1ccc(Cl)c(Cl)c1
  0% | 1% | 0% | -1.5 | -24% | -8% | 5% | 4
CCCCC(=O)N(C)c1c(C)nc2ccc(C(=O)N3CCN(C(=O)c4ccco4)CC3)cn12
  -18% | -16% | · | -1.4 | -12% | -11% | 7% | -1
CC(C)(C)[C@H]1COC(=O)CCC/C=C/C[C@H](CC(=O)NCCO)C(=O)N1
  -3% | -9% | 1% | -3.8 | 6% | 4% | 11% | -7
COc1ccc(N2CCN(c3nc4ccccc4n3CC(=O)c3ccccc3)CC2)cc1
  -8% | -8% | 0% | 2.8 | -15% | 13% | 1% | -14
